Source: PubChem BioAssay (National Center for Advancing Translational Sciences (NCATS))
HTT cytoprotect: Huntington cell model cytoprotection by ATP luminescence | 230,000 compounds, 0.14% hits | PC12 HTT-Q103 induced, cytoprotection, ATP luminescence, 40 h | Potency, µM (doses to about 56.4 µM), for the others: cytoprotection (ATP increase), usual class: activators;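 also: % of control where 0% means no effect; nearly all actives have a fitted effect of over 45% in size; toxic huntingtin expression switched on by the ecdysone agonist tebufenozide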
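Stable PC12 Q103-GFP cells in serum-supplemented, phenol red-free DMEM; induction by tebufenozide at 100 nM final; compound dose series; cell viability quantified luminescently from ATP.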
Tau fibril ThT: blocks human tau fibril formation measured by thioflavin T; recombinant tau K18 P301L, heparin-induced fibrillization, ThT fluorescence; 270,000 compounds, 2.1% hits; Potency, µM (top dose mostly 57.4 µM), for the others: at the highest dose activity, negative = inhibition, usual class: inhibitors; also: % is scaled to controls: 0 for no effect and ±100 for the full control effect; nearly all actives have a fitted effect of over 55% in size
Target sequence (P10636 561-689 P618L limits assumed): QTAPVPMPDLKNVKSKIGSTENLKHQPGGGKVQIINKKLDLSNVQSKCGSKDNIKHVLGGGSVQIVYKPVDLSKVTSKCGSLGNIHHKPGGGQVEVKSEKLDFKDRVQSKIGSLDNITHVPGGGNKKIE
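Aggregation was driven by heparin (20 uM final) acting on recombinant tau […] bearing P301L in 100 mM sodium acetate pH 7; fibrils were detected with Thioflavin T.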
ALDH1A1 inh: ALDH1A1 (human) enzyme inhibition. Purified ALDH1A1, NADH fluorescence, propionaldehyde substrate. Potency, µM (top dose mostly 75.3 µM), inactives show at the top dose activity, negative = inhibition, usual class: inhibitors. 220,000 compounds, 7.3% hits. AID 1030; active = well fitted inhibition curve with a large enough effect, not every such curve was filed as active; inconclusive = small, poorly fitted or top-dose-only effect, or another doubt; inactive = no such curve, though single readings can be large or run the other way;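 also: plate controls were no enzyme wells and a reference inhibitor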
Target sequence (P00352 whole entry, looked up): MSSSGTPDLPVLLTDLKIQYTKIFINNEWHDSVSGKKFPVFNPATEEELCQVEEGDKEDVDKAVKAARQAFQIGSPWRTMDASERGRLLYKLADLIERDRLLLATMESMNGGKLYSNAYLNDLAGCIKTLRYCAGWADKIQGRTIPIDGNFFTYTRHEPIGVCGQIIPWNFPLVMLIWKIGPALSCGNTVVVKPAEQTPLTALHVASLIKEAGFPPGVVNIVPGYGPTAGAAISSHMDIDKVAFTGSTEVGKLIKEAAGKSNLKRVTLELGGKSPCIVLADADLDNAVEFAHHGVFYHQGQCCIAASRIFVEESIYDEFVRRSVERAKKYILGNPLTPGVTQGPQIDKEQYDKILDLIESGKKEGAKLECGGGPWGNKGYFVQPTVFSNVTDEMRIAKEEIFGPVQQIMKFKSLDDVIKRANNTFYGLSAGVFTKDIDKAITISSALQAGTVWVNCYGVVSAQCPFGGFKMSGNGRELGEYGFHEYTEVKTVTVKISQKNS
Tau FP inhib: inhibitors of human tau fibril formation | P10636 | K18 P301L tau heparin fibrillization, Alexa594 FP, 6 h | Potency, µM (doses to about 57.7 µM), for the others: at the highest dose activity, negative = inhibition, most hits filed as inhibitors | 280,000 compounds, 0.39% hits; also: % is scaled to controls: 0 for no effect and ±100 for the full control effect; nearly all actives have a fitted effect of over 55% in size
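Steps: dispense K18 P301L tau (15 uM plus 0.24 uM Alexa 594 tracer, final) in pH 7 sodium acetate; add compound; add heparin (20 uM final); incubate 6 hr, 37 C; add ThT (30 uM final); after 1 hr ambient, read FP.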
SMN2 splice up: enhancers of SMN2 splice variant expression. Potency, µM (doses to about 46.1 µM), for inactives: top-dose activity change, positive = activation, hits mostly activators. 210,000 compounds, 2.8% hits. HEK293 SMN2-luciferase splicing reporter, luminescence, 30-36 h; also: % of control where 0% means no effect; nearly all actives have a fitted effect of over 55% in size
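HEK293 cells carry an SMN2 […]–luciferase reporter in which exon 7 inclusion puts luciferase in frame. Cells were plated 10-12 h before compound addition, then incubated 30-36 h at 37C. ONE-Glo luminescence was read; sodium butyrate at 4.5 mM final served as control.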
Tau fluor counter: counter-screen for tau fibril formation inhibitors; tau K18 P301L (four-repeat tau fragment) Alexa594 fluorescence, heparin fibrillization; Potency, µM (highest dose often 57.7 µM), without a hit: at the highest dose activity change, negative = decrease; 280,000 compounds, 0.93% hits; also: % is scaled to controls: 0 for no effect and ±100 for the full control effect; nearly all actives have a fitted effect of over 55% in size
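Human K18 P301L tau (15 uM unlabeled plus 0.24 uM Alexa 594-labeled, final) in 100 mM sodium acetate pH 7 was mixed with compound and 20 uM heparin and incubated 6 hr at 37 C.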
HttQ103 aggreg: mutant huntingtin aggregation inhibition; PC12 HttQ103-GFP aggregates, Acumen cytometry, 40 h; Potency, µM (top dose mostly 46.1 µM), for the others: top-dose activity change, negative = inhibition, usual class: inhibitors; 220,000 compounds, 1.1% hits; AID 1688; also: % is scaled to controls: 0 for no effect and ±100 for the full control effect; nearly all actives have a fitted effect of over 60% in size
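Huntingtin Q103 exon 1–GFP aggregates in induced PC12 cells (100 nM tebufenozide) were quantified by cytometry from lysates, with compounds dosed in titration.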
JMJD2E inh: JMJD2E (human) inhibition; B2RXH2; JMJD2E catalytic domain, FDH-coupled NADH fluorescence (FDH is formaldehyde dehydrogenase); Potency, µM (highest dose often 57.1 µM), for the others: at the highest dose activity change, negative = inhibition, actives largely listed as inhibitors; 230,000 compounds, 1.6% hits; AID 2147; active = well fitted inhibition curve with a large enough effect, not every such curve was filed as active; inconclusive = small, poorly fitted or top-dose-only effect, or another doubt; inactive = no such curve, though single readings can be large or run the other way;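 also: 0% = wells with enzyme and -100% = buffer wells without enzyme; nearly all actives have a fitted effect of over 50% in size; many of its hits are not listed in these tables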
Target sequence (B2RXH2 1-337 limits assumed): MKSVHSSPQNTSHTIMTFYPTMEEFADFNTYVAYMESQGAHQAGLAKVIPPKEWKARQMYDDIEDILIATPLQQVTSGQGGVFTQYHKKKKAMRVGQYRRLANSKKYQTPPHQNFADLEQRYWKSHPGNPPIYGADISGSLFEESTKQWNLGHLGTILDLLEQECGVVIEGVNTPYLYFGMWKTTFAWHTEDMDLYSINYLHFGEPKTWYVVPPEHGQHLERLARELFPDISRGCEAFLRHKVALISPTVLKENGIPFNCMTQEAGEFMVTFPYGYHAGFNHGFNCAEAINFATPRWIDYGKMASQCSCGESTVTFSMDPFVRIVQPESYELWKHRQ
* = called active by the depositor; ? = inconclusive; nt = no result given; & = joins results of further samples; [ ] = dose if it differs, or a comment. Unless noted, calls follow the shape of the dose curve; as a rule, active = well fitted curve in the direction sought with a large enough effect; inconclusive = small, poorly fitted or top-dose-only effect, or another doubt; inactive = no such curve, though single readings can be large; an effect the other way counts as inactive or inconclusive. Potency is read from the fitted curve at half-maximal effect. An excerpt, so the mix of outcomes need not match the whole.

structure,Tau FP inhib,Tau fluor counter,ALDH1A1 inh,HttQ103 aggreg,JMJD2E inh,Tau fibril ThT,HTT cytoprotect,SMN2 splice up
CN(C)CCNC(=O)/C=C/c1cn(-c2ccccc2)nc1-c1cc2ccccc2oc1=O,-11.4%,-22.9%,?,-27.4%,-25.0%,-11.7%,-62.5%,-4.9%
CCOc1ccc(Nc2nc(Cl)nc(NCCO)n2)cc1,-9.6%,-5.1%,4.2%,-3.8%,0.8%,?,17.3%[10 µM],-5.9%
Cc1cccc(C(=O)NC(C)C(c2cccs2)N2CCOCC2)c1 (stereo unspecified),1.0%,3.2%,nt,-18.6%[9.22 µM],?,nt,2.9%[10 µM],nt
Cc1ccccc1NC(=O)OCc1cn(-c2ccc(Cl)cc2)nn1,0.4%,3.3%,13.7%,-6.4%,4.9%,-7.0%,-2.7%,-14.6%
CC(=O)SC1CC2=CC(=O)CC[C@]2(C)C2CC[C@@]3(C)[C@@H](CC[C@@]34CCC(=O)O4)C12 (stereo partly specified),-12.0%,-24.8%,-1.1%,nt,1.0%,-17.8%,nt,-6.2%
CC(C)(C)c1ccccc1OCC(=O)NCCC(=O)O,-0.5%,4.8%,-5.7%,20.3%,2.2%,-0.2%,-28.1%[10 µM],-7.3%
COc1ccccc1/C=N/NC(=O)CSc1cc(C)nc2ccccc12,2.9%[2.34 µM],4.4%[2.34 µM],?,1.2%[9.22 µM],5.8%,-4.4%,12.1%[10 µM],nt
CN(C(=O)COc1ccc(Br)cc1Cl)C1CCCCC1,1.2%,-11.0%,0.7%,-21.7%,4.4%,-9.2%,5.0%[10 µM],14.7%
Cc1ccc(NS(=O)(=O)c2ccc3c(c2)n(C)c(=O)n3C)cc1C,-11.0%,-16.4%,nt,nt,nt,-10.1%,nt,-28.6%
O=C(Cn1[nH]c(=O)c2ccccc2c1=O)NCc1cccnc1,-3.9%,-2.4%,16.4%,1.1%,1.7%,-3.4%,4.4%,-11.5%
CC(=O)Nc1nc(-c2ccccc2)nc(C)c1C(C)=O,-3.6%,12.2%,7.5%,20.7%,-8.1%,7.0%,-1.4%,-5.7%
Cc1cc(F)ccc1NC(=O)C1CCN(C(=O)c2cnn(-c3ccccc3)c2-n2cccc2)CC1,5.5%,-5.9%,nt,nt,nt,-4.8%,nt,-22.3%

Some of the entries so far, with values under each structure:
Below each compound – Tau FP inhib, Tau fluor counter, ALDH1A1 inh, HttQ103 aggreg, JMJD2E inh, Tau fibril ThT, HTT cytoprotect, SMN2 splice up
> Cc1ccccc1NC(=O)OCc1cn(-c2ccc(Cl)cc2)nn1
 : 0.4%, 3.3%, 13.7%, -6.4%, 4.9%, -7.0%, -2.7%, -14.6%
> CC(=O)Nc1nc(-c2ccccc2)nc(C)c1C(C)=O
 : -3.6%, 12.2%, 7.5%, 20.7%, -8.1%, 7.0%, -1.4%, -5.7%

The list goes on.
structure,Tau FP inhib,Tau fluor counter,ALDH1A1 inh,HttQ103 aggreg,JMJD2E inh,Tau fibril ThT,HTT cytoprotect,SMN2 splice up
Cc1cc(C)n(C(=O)c2ccc([N+](=O)[O-])cc2N)n1,9.3%,-10.3%,-0.4%,9.8%,0.0%,?,-36.4%[inhibitor],-9.9%
CC(=O)c1cccc(S(=O)(=O)N(Cc2cc3cc4c(cc3[nH]c2=O)OCCO4)CC2CCCO2)c1 (stereo unspecified),1.5%,-4.3%,?,8.6%[9.22 µM],?,-8.7%,-13.2%,-5.0%
O=S(=O)(Nc1ccc(C(F)(F)F)cn1)c1ccccc1,2.9%,-14.7%,nt,-5.0%[9.22 µM],-8.6%,-8.1%,17.1%[10 µM],nt
CCc1ccccc1NC(=O)COC(=O)C1CC(=O)N(c2ccc(F)cc2)C1 (stereo unspecified),-5.2%,-0.7%,1.2%,-3.5%,-6.8%,-3.5%,22.5%[10 µM],-2.9%
Nc1ncc(-n2cncn2)c(-c2ccccc2)n1,3.5%,12.4%,-4.4%,-12.6%,-16.9%,4.0%,0.3%[10 µM],-4.2%
COc1cccc(-n2cc3c(=O)n(C)c(=O)n(C)c3c2)c1,-5.3%,-15.0%,?,10.4%,-11.6%,-13.6%,1.2%,4.5%
COc1cccc(CN2C(=O)c3ccccc3Sc3ccc(C(=O)NCc4ccccc4)cc32)c1,-13.5%,-21.4%,nt,nt,nt,3.6%,nt,-1.8%
CS(=O)(=O)c1ccc(Cl)c(NC(=O)COC(=O)CNC(=O)c2ccc(Br)o2)c1,-0.5%,-3.0%,?,-15.6%,6.0%,-8.7%,3.4%,18.3%
C=CCOc1cccc(C2C(C(=O)c3ccco3)=C(O)C(=O)N2Cc2ccncc2)c1 (stereo unspecified),0.1%,2.7%,?,-8.9%,-19.4%,-5.5%,-9.9%[10 µM],28.3%
CC(C)CCN(Cc1ccco1)C(=O)c1cc2c(s1)-c1ccccc1OC2,1.2%,-12.8%,nt,nt,nt,-15.1%,nt,-32.6%[inhibitor]
Cc1nn2cc(-c3ccccc3)nc2s1,7.3%,3.2%,5.0%,-2.1%,1.4%,-5.0%,-105.6%[inhibitor][10 µM],10µM*
COc1ccc(N2C(=O)N(Cc3cccc(F)c3)c3ccccc3S2(=O)=O)cc1,?,-26.7%,3.1%,2.6%,-0.9%,-2.4%,-44.3%[inhibitor],-8.7%
O=C(COc1ncnc2scc(-c3ccccc3)c12)NCCN1C(=O)CSC1=O,3.5%,-0.2%,1.2%,6.5%,5.0%,3.7%,-28.4%,7.2%
COC(=O)c1ccccc1NC(=O)N[C@@H](C)C(=O)OC,4.3%,-1.5%,?,-1.8%,?,1.9%,9.9%,18.1%
COc1ccc(-c2cc(C(F)(F)F)n3nc(C(=O)Nc4cc(C)on4)cc3n2)cc1OC,3.1%,-2.5%,?,-0.9%,?,?,-29.4%[0.074 µM],-9.4%
Cc1ccc(-c2cc(C(=O)NCc3ccco3)no2)cc1,-5.8%,-4.5%,8.6%,?,7.4%,-5.5%,-15.0%,?
CCOc1ccccc1NS(=O)(=O)c1cccc2nsnc12,0.5%,-10.2%,?,?,3.9%,-8.1%,5.5%,nt
CCc1cc2c(=O)n(-c3ccccc3)c(=S)[nH]c2s1,-2.0%,-12.4%,-3.1%,-1.7%,-4.7%,-22.3%,12.5%,6.8%
O=[N+]([O-])c1ccc(Cl)c(S(=O)(=O)N2CCCCCC2)c1,14.0%,-22.7%,?,30.5%,2.6%,-5.4%,nt,-29.7%
COc1cc(OC)c(C2N(c3ccc(Cl)c(Cl)c3)C(=O)C3CCCN32)cc1OC (stereo unspecified),6.5%,-4.0%,-12.4%,-19.7%,?,-6.9%,-1.9%,-8.5%
CC(C)(C)C1=CC(=O)C(N2CCOCC2)=CC1=O,17.5%,-10.6%,-1.6%,?,-17.1%,?,nt,14.9%
COc1ccc(OCC(O)CN2CCC(CN3C(=O)c4cccc5cccc(c45)C3=O)CC2)cc1 (stereo unspecified),-9.5%,-13.1%,?,-10.5%,-2.1%,-3.7%,-1.7%,-6.4%
CCOc1ccc(Nc2nc(Cc3nnc(SCC(=O)NC4CCCC4)n3C)cs2)cc1,?,-14.1%,-1.4%,6.4%,10.6%,-22.2%,-1.7%,7.7%
Nc1nonc1-n1nnc(C(=O)c2ccccc2)c1-c1ccccc1,?,-20.3%,2.82µM*,-29.0%,-0.4%,2.9%,-43.1%[inhibitor],-32.4%[inhibitor]
CCN(CC)CCOc1ccc2c(c1)C(=NO)c1cc(OCCN(CC)CC)ccc1-2,-3.1%,-1.0%,-0.4%,?,0.2%,?,-87.4%[inhibitor],-33.4%[inhibitor]
O=C(NC1(O)C(=O)c2ccccc2C1=O)c1c(Cl)cccc1Cl,?,-6.2%,nt,-7.5%[9.22 µM],?,nt,-3.1%[10 µM],nt
O=C(CCc1ccc(S(=O)(=O)NCCc2ccccc2)cc1)Nc1ccc2c(c1)OCCO2,1.1%,-25.4%,-10.3%,8.4%,2.6%,-9.1%,17.5%[10 µM],-8.3%
Cc1noc(C)c1CSc1nc2ccccc2nc1NS(=O)(=O)c1ccc(Cl)cc1,6.7%,-9.4%,?,?,?,?,1.3%[10 µM],-23.5%
CC(C)c1cccc2nc3c(c(C(C)(C)C)c12)Cn1c-3cccc1=O,-8.8%,-11.8%,?,nt,?,-20.6%,16.5%,-4.7%
CC1=NN(S(=O)(=O)c2ccc(F)cc2)C(=O)c2ccccc2O1,2.5%,-1.7%,15.5%,-0.7%,-7.3%,-1.4%,-16.6%,10.4%
COc1ccc(C(=O)CN2C(=O)NC(C)(c3ccccc3)C2=O)cc1OC (stereo unspecified),0.6%,-6.1%,-6.0%,5.0%,-3.5%,-8.0%,-7.2%,-5.4%
CCn1c(SCC(=O)Nc2cc(C)on2)nnc1-c1ccc(S(=O)(=O)N2CCN(C)CC2)cc1,8.8%,2.6%,0.9%,15.1%,?,-3.0%,-4.2%,-4.8%
CN1CCN(NC(=O)c2cccc(S(=O)(=O)N3CCCCCC3)c2)CC1,-6.7%,-4.5%,-5.9%,8.1%,-9.8%,-3.8%,-11.7%,nt
O=C(Nc1cccc(Cl)c1Cl)c1cc(S(=O)(=O)NCCc2ccccc2)ccc1F,?,-15.3%&-13.1%,3.5%,5.7%,-97.6%,0.0%&0.6%,nt,-5.6%
Cc1cc(C)cc(NC(=S)N(C)C)c1,4.3%,-2.0%,6.9%,-13.6%[9.22 µM],-2.7%,-4.7%,2.3%[10 µM],nt
N#Cc1ccc(-c2csc(NNC(=O)c3ccccc3)n2)cc1,1.9%,?,-4.4%,?,?,?,-77.7%[inhibitor],-16.4%
Cc1ccc(NC(=O)C2CCN(C(=O)NC3CCCCC3)CC2)cc1Cl,-4.1%,-11.4%,-3.3%,-3.1%,-8.4%,-8.5%,10.4%,7.9%
COCCNC(=O)/C(=C/c1ccccc1Cl)c1ccccc1,-0.8%,6.6%,-12.4%,-10.5%,-0.7%,8.8%,9.3%[0.074 µM],-7.8%
